Source: PubChem
ROS inducer: ROS inducers in U2OS cancer cells, primary screen, cell-based, H2DCF-DA fluorescence; U2OS ROS induction; ROS induction (% of piperlongumine), % at 10 µM; actives 2% (n = 46,000); in the data active = ROS induction above about 79%, passing the limit was not always enough; inconclusive = no clear call, values can overlap the other calls;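 note: 0% = DMSO vehicle median and 100% = reference compound median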
An asterisk follows results filed as active; ? = inconclusive. A portion of the library. The share of hits here may be higher or lower than overall.

cpd	mol	ROS inducer
1	CC(CNC(=O)c1cc2oc3ccccc3c2n1C)c1ccccc1 (stereo unspecified)	?
2	COc1ccc(Oc2c(C(F)(F)F)oc3cc(OCC(=O)Nc4ccccc4F)ccc3c2=O)cc1	-2
3	C[C@H]1CN([C@@H](C)CO)C(=O)c2cc(NC(=O)Nc3ccc(C(F)(F)F)cc3)ccc2O[C@H]1CN(C)Cc1ccccc1	11
4	C[C@@H]1CN([C@@H](C)CO)C(=O)c2cc(NC(=O)Nc3ccccc3)ccc2O[C@H]1CN(C)Cc1ccc(C(F)(F)F)cc1	11
5	O=c1[nH]c(=S)[nH]c(O)c1C=Nc1cccc(O)c1	12
6	C[C@H](CO)N1C[C@H](C)[C@@H](CN(C)Cc2ccc(C(=O)O)cc2)Oc2ccc(NS(=O)(=O)c3ccc(Cl)cc3)cc2C1=O	-11
7	COC(=O)c1ccccc1NC(=O)COc1ccc(C(C)C)cc1Br	5
8	Cc1ccccc1S(=O)(=O)N(C)C[C@H]1OCc2cn(nn2)CCCC(=O)N([C@H](C)CO)C[C@H]1C	7
9	Cc1ccc(S(=O)(=O)Nc2ccc3c(c2)CC(=O)N([C@@H](C)CO)C[C@H](C)[C@H](CN(C)S(=O)(=O)c2c(C)noc2C)O3)cc1	-16
10	Cc1ccc(S(=O)(=O)NC(C)C(=O)Nc2c(C)cc(C)cc2C)cc1 (stereo unspecified)	1
11	CCSc1ccsc1C1C(C#N)=C(N)N(c2cccnc2)C2=C1C(=O)CC(C)(C)C2 (stereo unspecified)	?
12	Cc1cc(-c2noc(-c3cc(C)on3)n2)no1	-20
13	C[C@@H]1CN([C@H](C)CO)C(=O)c2cccc(NS(C)(=O)=O)c2O[C@@H]1CN(C)Cc1ccc(C(F)(F)F)cc1	3
14	COc1cc(NC(=O)COc2ccc(C(C)C)cc2)ccc1-c1cc2ccccc2oc1=O	4
15	COc1ccc(NC(=O)N(C)C[C@@H]2Oc3c(NS(=O)(=O)c4cn(C)cn4)cccc3C(=O)N([C@H](C)CO)C[C@H]2C)cc1	-9

Rewritten field by field: entries from further up
[11] CCSc1ccsc1C1C(C#N)=C(N)N(c2cccnc2)C2=C1C(=O)CC(C)(C)C2 (stereo unspecified)
  ROS inducer = ?
[12] Cc1cc(-c2noc(-c3cc(C)on3)n2)no1
  ROS inducer = -20
[13] C[C@@H]1CN([C@H](C)CO)C(=O)c2cccc(NS(C)(=O)=O)c2O[C@@H]1CN(C)Cc1ccc(C(F)(F)F)cc1
  ROS inducer = 3
[14] COc1cc(NC(=O)COc2ccc(C(C)C)cc2)ccc1-c1cc2ccccc2oc1=O
  ROS inducer = 4

Remaining list, next part:
cpd	mol	ROS inducer
16	COc1ccc(NC(=O)N(C)C[C@@H]2Oc3c(NS(=O)(=O)c4ccc(Cl)cc4)cccc3C(=O)N([C@@H](C)CO)C[C@H]2C)cc1	-4
17	COC(=O)CSc1nnc2sc3ccccc3n12	15
18	Cc1oc2cc(OC(C)C)ccc2c(=O)c1-c1ccc2c(c1)OCCO2	18
19	C=CCNC(=O)[C@H]1[C@@H]2C(=O)O[C@@H](c3ccccc3)[C@@H](c3ccccc3)N2[C@@H](c2ccccc2OCCO)[C@]12C(=O)Nc1ccc(C#CC3(O)CCCCCC3)cc12	102*
20	COc1ccc(OC(=O)N(C)C[C@@H]2OCc3cn(nn3)CCCC(=O)N([C@H](C)CO)C[C@@H]2C)cc1	-8
21	COc1ccc(NC(=O)Nc2ccc3c(c2)CC(=O)N([C@H](C)CO)C[C@H](C)[C@H](CN(C)S(=O)(=O)c2ccc(OC)cc2)O3)cc1	13
22	Cc1nc(-c2cc(C#N)c(SCCNS(=O)(=O)c3ccc(C(C)(C)C)cc3)nc2C)cs1	4
23	C[C@H](CO)N1C[C@H](C)[C@H](CN(C)CC2CCCCC2)Oc2ccc(NC(=O)Nc3ccc(C(F)(F)F)cc3)cc2C1=O	46
24	C[C@H]1CN([C@@H](C)CO)C(=O)c2cc(NC(=O)Nc3ccccc3)ccc2O[C@@H]1CN(C)Cc1ccc(C(F)(F)F)cc1	25
25	COc1cc2c(c(O)c1CO)C(=O)CCC2O (stereo unspecified)	1
26	C[C@@H]1CN([C@H](C)CO)C(=O)c2cc(NS(=O)(=O)c3cn(C)cn3)ccc2O[C@@H]1CN(C)Cc1ccc(C(=O)Nc2ccccc2N)cc1	18
27	Cc1cc(C(=O)Nc2cccc3c2O[C@H](CN(C)C(=O)NC2CCCCC2)[C@H](C)CN([C@@H](C)CO)C3=O)n(C)n1	-6
28	COc1cccc(S(=O)(=O)N(C)C[C@@H]2OCc3cnnn3CCCC(=O)N([C@H](C)CO)C[C@H]2C)c1	-17
29	C[C@@H]1CN([C@H](C)CO)C(=O)CCCn2nncc2CO[C@H]1CN(C)S(=O)(=O)c1cccc(C#N)c1	-7
30	C[C@@H]1CN([C@@H](C)CO)C(=O)c2cc(NC(=O)CCN3CCOCC3)ccc2O[C@@H]1CN(C)C	1
31	CC(C)NC(=O)N(C)C[C@@H]1Oc2ccc(NC(=O)Nc3ccccc3)cc2CC(=O)N([C@H](C)CO)C[C@H]1C	2
32	COc1ccc([Si](C)(C)[C@@H]2[C@@H](CCO)O[C@]3(C(=O)N(Cc4ccc(N5CCC5=O)cc4)c4ccccc43)[C@H]2C)cc1	128*
33	C[C@@H]1CN([C@@H](C)CO)C(=O)c2cccc(NC(=O)C3CCOCC3)c2O[C@H]1CN(C)C(=O)Nc1cccc2ccccc12	-11
34	Cc1c(N=C2NC(=O)C(CC(=O)Nc3ccccc3)S2)c(=O)n(-c2ccccc2)n1C (stereo unspecified)	-8
35	COc1cc(OC)c(NC(=O)CSc2nnc(-c3ccncc3)n2C)cc1Cl	-3
36	CC(C)NC(=O)N(C)C[C@@H]1Oc2ccc(NC(=O)c3ccncc3)cc2C(=O)N([C@H](C)CO)C[C@@H]1C	-12
37	Cn1c(=O)c(-c2noc(-c3ccccc3)n2)cn(-c2ccccc2)c1=O	-4
38	C[C@H](CO)N1C[C@H](C)[C@H](CN(C)S(=O)(=O)c2cccs2)Oc2ccc(NC(=O)Cc3ccccc3)cc2CC1=O	-1
39	COc1ccc(CN(C)C[C@@H]2Oc3c(NS(=O)(=O)c4ccccc4)cccc3C(=O)N([C@H](C)CO)C[C@@H]2C)cc1	-5
40	COc1cccc(C(=O)N(Cc2nc(-c3ccc(C)cc3)no2)C(C)C)c1	10
41	Cc1cc(C(=O)Nc2ccc(S(=O)(=O)Nc3nccs3)cc2)c(C)o1	-7
42	CS(=O)(=O)N(CC(=O)Nc1cc(Cl)ccc1Oc1ccccc1)c1ccccc1Br	27
43	O=C(NO)c1cccc(C(=O)N/N=C/c2ccc(F)cc2)c1	-6
44	CCOc1ccc(Oc2nc(N(CC)CC)nc(N3CCOCC3)n2)nn1	-2
45	COc1ccc(NC(=O)Nc2cccc3c2O[C@@H](CN(C)Cc2ccc(Cl)c(Cl)c2)[C@H](C)CN([C@@H](C)CO)C3=O)cc1	96*
46	CC(C)(C)OC(=O)NC/C=N/NC(=O)CCCCC(=O)NO	-11
47	C[C@H]1CN([C@@H](C)CO)C(=O)c2cc(NS(=O)(=O)c3ccc(Cl)cc3)ccc2O[C@@H]1CN(C)CC1CC1	-11
48	C[C@H](CO)N1C[C@H](C)[C@H](CN(C)S(=O)(=O)c2ccccc2)Oc2ccc(NC(=O)CCC(F)(F)F)cc2C1=O	-14
49	CSc1scc2c1-c1nc(SCC(=O)c3ccc(Cl)cc3)ncc1CC2	-7
50	Cc1ccc(C)c(S(=O)(=O)NC(C)C(=O)Nc2ccc(Br)cc2F)c1 (stereo unspecified)	1
51	COc1ccc(NC(=O)N(C)C[C@H]2Oc3ccc(NS(=O)(=O)c4cccs4)cc3CC(=O)N([C@H](C)CO)C[C@H]2C)cc1	5
52	CCCn1c(N)nc2c1c(=O)n(C)c(=O)n2C	0
53	C[C@@H]1CN([C@H](C)CO)C(=O)CCCn2nncc2CO[C@@H]1CN(C)C(=O)Nc1cccc(Oc2ccccn2)c1	26
54	CC(C(=O)Nc1cccc([N+](=O)[O-])c1)N1C(=O)C2C3C=CC(C4CC34)C2C1=O (stereo unspecified)	0
55	CCC(C)CCC(O)C1=C(C)C(O)OC1=O (stereo unspecified)	-4
56	COc1ccc(NC(=O)N(C)C[C@H]2OCCCC[C@@H](C)Oc3ccc(NC(=O)CCC(F)(F)F)cc3C(=O)N([C@H](C)CO)C[C@@H]2C)cc1	-7
57	C[C@H](CO)N1C[C@H](C)[C@H](CN(C)S(=O)(=O)c2cn(C)cn2)Oc2ncc(C#Cc3ccc(F)cc3)cc2C1=O	61
58	Cc1ccc(CN(C)C[C@H]2OCc3cnnn3CCCC(=O)N([C@H](C)CO)C[C@@H]2C)cc1	-19
59	NC(=O)C(Cc1ccccc1)N1C(=O)C2C3C=CC(C3)C2C1=O (stereo unspecified)	-7
60	COc1ccc(S(=O)(=O)N2CCN(Cc3cccc(OCCO)c3)CC2)cc1	5
61	C[C@H](CO)N1C[C@H](C)[C@@H](CN(C)Cc2ccc(-c3ccccc3)cc2)Oc2c(NS(=O)(=O)c3ccccc3)cccc2C1=O	32
62	C[C@@H]1CCCCO[C@H](CN(C)Cc2ccccc2)[C@@H](C)CN([C@H](C)CO)C(=O)c2cc(N(C)C)ccc2O1	18
63	Cc1noc(C)c1NC(=O)N(C)C[C@@H]1Oc2ccc(NS(=O)(=O)c3ccccc3)cc2C(=O)N([C@H](C)CO)C[C@H]1C	-7
64	C[C@@H]1CCCCO[C@@H](CN(C)CC2CC2)[C@@H](C)CN([C@H](C)CO)C(=O)c2cc(NS(=O)(=O)c3ccc(Cl)cc3)ccc2O1	47
65	CC(C)C[C@H](NC(=O)[C@@H](O)[C@H](N)Cc1ccccc1)C(=O)O	-2
66	COc1ccc(NC(=O)N(C)C[C@H]2Oc3c(NC(=O)Nc4ccccc4)cccc3C(=O)N([C@H](C)CO)C[C@H]2C)cc1	-4
67	CC(C)NC(=O)N(C)C[C@@H]1Oc2c(NC(=O)c3nc4ccccc4s3)cccc2C(=O)N([C@H](C)CO)C[C@H]1C	-6
68	C[C@@H]1CN([C@@H](C)CO)C(=O)c2cc(NC(=O)Cn3cnnn3)ccc2O[C@@H]1CN(C)S(=O)(=O)c1ccc(Cl)cc1	-11
69	O=C(Cn1cnc2sc(-c3ccccc3)cc2c1=O)Nc1ccc(F)c(Cl)c1	-4
70	Cc1cc(C)cc(CC(CC(=O)O)C(=O)NCc2ccccc2)c1 (stereo unspecified)	7
71	CCc1ccc(NS(=O)(=O)c2ccc(OC)cc2)cc1	-14
72	Cc1ccc(S(=O)(=O)Nc2ccc3c(c2)C(=O)N([C@@H](C)CO)C[C@@H](C)[C@H](CN(C)S(=O)(=O)c2ccc(C)cc2)O3)cc1	11
73	CCN(c1ccccc1)S(=O)(=O)c1ccc(C)cc1	-2
74	C[C@@H]1CN([C@H](C)CO)C(=O)c2cc(NC(=O)CCC(F)(F)F)ccc2O[C@@H]1CN(C)CC1CCCCC1	0
75	Cc1noc(C)c1NC(=O)Nc1ccc2c(c1)CC(=O)N([C@H](C)CO)C[C@H](C)[C@H](CN(C)S(=O)(=O)c1c(C)noc1C)O2	-4

The listing continues:
cpd	mol	ROS inducer
76	Cc1noc(C)c1NC(=O)Nc1ccc2c(c1)CC(=O)N([C@@H](C)CO)C[C@H](C)[C@H](CN(C)S(C)(=O)=O)O2	-11
77	C[C@@H]1CCCCO[C@H](CN(C)S(=O)(=O)c2ccc(F)cc2)[C@@H](C)CN([C@H](C)CO)C(=O)c2cc(NC(=O)Nc3ccc4c(c3)OCO4)ccc2O1	30
78	COc1ccc2c(c1OC)CN(C)CCc1cc3c(cc1C(=O)C2)OCO3	-5
79	C[C@@H]1CN([C@@H](C)CO)C(=O)c2cc(NS(=O)(=O)c3ccccc3)ccc2O[C@@H]1CN(C)Cc1ccc(Cl)c(Cl)c1	34
80	COC(=O)c1cc(OC)c(OC)cc1NC(=O)COc1ccccc1Cl	15
81	Cc1oc(-c2cccc(Cl)c2)nc1CS(=O)(=O)CC(=O)NCc1ccccc1	-12
82	CC(C)NC(=O)N(C)C[C@@H]1Oc2ccc(NC(=O)Nc3ccccc3)cc2C(=O)N([C@@H](C)CO)C[C@@H]1C	-5
83	COc1cccc(-c2cnc3c(c2)C(=O)N([C@H](C)CO)C[C@H](C)[C@H](CN(C)C(=O)Nc2cccc4ccccc24)O3)c1	93*
84	CC(C)(C)OC(=O)N1CCC[C@H]1/C=N/NC(=O)CCCCC(=O)NO	-13
85	COc1ccc(C2CC(=O)C3=C(C2)Nc2ccccc2N(C(C)=O)C3c2ccccc2)cc1 (stereo unspecified)	-3
86	Cc1ccc(N2C(=O)C(N3C(=O)c4ccccc4C3=O)C2c2ccc(N(C)C)cc2)cc1Cl (stereo unspecified)	0
87	C[C@H](CO)N1C[C@H](C)[C@H](CN(C)Cc2ccc(Cl)c(Cl)c2)Oc2c(NC(=O)c3ccncc3)cccc2C1=O	2
88	C[C@@H]1CN([C@H](C)CO)C(=O)c2cccc(NC(=O)NC3CCCCC3)c2O[C@@H]1CN(C)C(=O)Nc1ccc(F)cc1	2
89	CC(C)(C)NC(=O)[C@H]1CC[C@H]2[C@@H]3CC[C@H]4NC(=O)C=C[C@]4(C)[C@H]3CC[C@]12C	13
90	CSc1nsc(SC)c1C(=O)NC(=O)N1CCSCC1	-15
91	Cc1cc(Cl)c(S(=O)(=O)N2CCCCC2)cc1OCC(N)=O	-2

3 entries from above, arranged by count of non-hydrogen atoms, rising.
cpd	mol	ROS inducer
78	COc1ccc2c(c1OC)CN(C)CCc1cc3c(cc1C(=O)C2)OCO3	-5
83	COc1cccc(-c2cnc3c(c2)C(=O)N([C@H](C)CO)C[C@H](C)[C@H](CN(C)C(=O)Nc2cccc4ccccc24)O3)c1	93*
77	C[C@@H]1CCCCO[C@H](CN(C)S(=O)(=O)c2ccc(F)cc2)[C@@H](C)CN([C@H](C)CO)C(=O)c2cc(NC(=O)Nc3ccc4c(c3)OCO4)ccc2O1	30
